High-throughput results: PubChem, National Center for Advancing Translational Sciences (NCATS)
L3MBTL1 inh – L3MBTL1 (human) inhibition; Q9Y468; AlphaScreen L3MBTL1–H3K9me1 peptide binding; Potency, µM (titrated, usually from 57.1 µM), without a hit: at the top dose activity, negative = inhibition, most hits filed as inhibitors; hit rate 0.66% among 230,000; AID 485360; active means well fitted inhibition curve with a large enough effect; inconclusive means small, poorly fitted or top-dose-only effect; inactive means no such curve, though single readings can be large or run the other way; further: nearly all actives have a fitted effect of over 60% in size
Target sequence (Q9Y468 whole entry, looked up): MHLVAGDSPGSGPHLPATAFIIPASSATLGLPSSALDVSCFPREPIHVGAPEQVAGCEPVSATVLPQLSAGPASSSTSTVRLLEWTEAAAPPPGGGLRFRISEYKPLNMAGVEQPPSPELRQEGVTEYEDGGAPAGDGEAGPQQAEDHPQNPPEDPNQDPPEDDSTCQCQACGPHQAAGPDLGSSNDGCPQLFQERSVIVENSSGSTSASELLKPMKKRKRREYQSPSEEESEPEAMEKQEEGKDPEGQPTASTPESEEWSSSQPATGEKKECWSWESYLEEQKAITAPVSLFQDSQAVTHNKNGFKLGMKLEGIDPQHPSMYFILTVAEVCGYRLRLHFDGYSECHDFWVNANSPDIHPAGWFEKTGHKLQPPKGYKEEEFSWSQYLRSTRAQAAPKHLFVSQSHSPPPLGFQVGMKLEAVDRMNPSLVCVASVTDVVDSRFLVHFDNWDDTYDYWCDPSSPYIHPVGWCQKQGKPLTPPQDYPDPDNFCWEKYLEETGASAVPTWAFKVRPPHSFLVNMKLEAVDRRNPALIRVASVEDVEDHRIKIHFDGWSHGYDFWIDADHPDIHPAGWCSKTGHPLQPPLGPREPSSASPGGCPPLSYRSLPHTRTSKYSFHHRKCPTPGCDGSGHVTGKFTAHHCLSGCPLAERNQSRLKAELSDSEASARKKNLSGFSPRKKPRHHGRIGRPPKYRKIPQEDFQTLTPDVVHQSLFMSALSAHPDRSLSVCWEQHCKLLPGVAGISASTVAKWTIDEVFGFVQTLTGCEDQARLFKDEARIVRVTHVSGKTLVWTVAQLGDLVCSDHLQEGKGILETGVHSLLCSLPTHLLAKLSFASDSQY
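L3MBTL1 50 nM + b-AHA-H3(1-15)K9me1 75 nM, 30 min RT; compound added, 30 min RT; streptavidin donor/Ni-chelate acceptor beads 10 ug/mL each final, 30 min RT dark; AlphaScreen read.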
The depositor's hits bear a star; ? = inconclusive; & = joins results of further samples; [ ] = dose if it differs, or a comment. On the % scale 0 is the no-effect control and ±100 the full control effect; potency means the concentration at half of the fitted maximal effect. Not all compounds are listed; the hit share may differ from the screen's.

SMILES | L3MBTL1 inh
O=C(c1ccco1)N1CCN(S(=O)(=O)c2ccccc2)CC1 | 4.3%[2.29 µM]
CC(C)(C)OC(=O)N1CCCC(C(=O)Nc2ccc(C(=O)N3CCCC3)cc2)C1 (stereo not drawn) | -1.6%
Cc1cc(C)c(OCCn2ccnc2)c(C)c1 | -4.6%
O=C(CSc1nnnn1-c1cccc2ccccc12)Nc1ccc(C(=O)O)cc1 | 0.8%
Oc1ccc(/C=N/N2CCN(Cc3ccccc3)CC2)cc1 | 4.1%[2.29 µM]
COc1cc(C(=O)N(CCN(C)C)CC2CCCN(Cc3ccccc3F)C2)ccc1C (stereo not drawn) | -6.1%
CCOc1ccc(N=C2NC(=O)CS2)cc1 | 5.9%[2.29 µM]
CCOc1ccc2oc(C(=O)OCC(=O)N3C(C)CCCC3C)c(C)c2c1 (stereo not drawn) | 9.5%
CSCCC(NC(=O)COc1ccccc1)C(=O)N1CCN(c2ccccc2O)CC1 (stereo not drawn) | 1.0%
Cc1ccc(-c2nn(-c3ccccc3)cc2C(=O)NCC(c2cccs2)N2CCOCC2)cc1 (stereo not drawn) | -7.7%
O=C(N/N=C/c1ccc(Cl)s1)C(O)c1ccccc1 (stereo not drawn) | 5.9%
CCCNC(=O)C(Cc1ccccc1)NC(=O)c1ccccc1 (stereo not drawn) | 8.4%
COc1ccc(C(=O)[C@@H]2CC[C@](C)(C(=O)O)C2(C)C)cc1 | 9.7%
CC(=O)Nc1ccc(NC(=O)C(C)OC(=O)CN2C(=O)C3CCCCC3C2=O)cc1 (stereo not drawn) | 7.9%
CCCCCOC(=O)C1=C(C)NC(=O)NC1c1ccc([N+](=O)[O-])cc1 (stereo not drawn) | -2.5%[2.29 µM]
CCOC(=O)C1=CN(Cc2ccco2)S(=O)(=O)NC1c1ccc(C(F)(F)F)cc1 (stereo not drawn) | 3.7%
Cc1ccccc1-n1c(SCC(=O)NCC2CCCO2)nnc1-c1ccncc1 (stereo not drawn) | -4.6%
Cc1cccc(OCC(O)Cn2ccnc2C)c1 (stereo not drawn) | 4.5%
CC(C)CN1CCC(=O)N(CCO)CC1 | 3.5%
COC(=O)c1ccc(NC(=O)CCN2CCOCC2)cc1 | 0.8%
CCC1Nc2ncnc(N3CCCCC3)c2N(Cc2ccccc2)C1=O (stereo not drawn) | 5.9%
OCCCCC#Cc1c(-c2ccsc2)sc2ccccc12 | 11.9%
CCOC(=O)N1CCN(C(=O)CNC(=O)c2ccc(Br)o2)CC1 | 0.1%
CC(OC(=O)COc1ccccc1)C(=O)NC1CCCC1 (stereo not drawn) | -7.0%
Cn1c(N)c(C(=O)COC(=O)Cc2cccs2)c(=O)n(C)c1=O | -3.0%
Next entries:
SMILES | L3MBTL1 inh
CCOC(=O)c1sc(N/N=C/c2cc(Br)c(O)c(OC)c2)nc1C | -5.5%
O=C(CCC(=O)N1CCOc2ccccc21)NCCc1ccccc1 | 5.7%
Nn1cnc2scc(-c3ccc(Cl)cc3)c2c1=O | -2.1%
Cc1cccc(CNc2ncnc3ccc(-c4ccccc4Cl)cc23)c1 | -6.5%&3.0%
COc1ccc(S(=O)(=O)NCCC(=O)OCC(=O)NC2CC2)cc1 | 4.5%
CCCCN(C(=O)c1ccc(N2CCCC2=O)cc1)c1c(N)n(CCCC)c(=O)[nH]c1=O | -6.5%
O=C(Cc1ccccc1)NCCS(=O)(=O)N1CCN(c2cccc(Cl)c2)CC1 | -2.2%
Cc1cc(C)c(OCC(=O)OCC(=O)NCC2CCCCC2)c(C)c1 | -8.6%
COc1ccc(C2=Nn3c(nnc3-c3ccccc3Cl)SC2)cc1OCC1CC1 | -8.3%
N#CCCN(C(=O)CSc1nc2ccccc2c(=O)[nH]1)c1ccc(F)cc1 | -3.0%
CC(=O)c1cccc(NC(=O)CN2C(=O)NC(C)(c3ccc4c(c3)OCCCO4)C2=O)c1 (stereo not drawn) | 12.5%
CC(=O)Nc1ccc(S(=O)(=O)NCCC(=O)OCc2nnc(-c3ccccc3)o2)cc1 | -11.8%
COc1ccc(S(=O)(=O)N2CCC(C(=O)Nc3ccc(S(=O)(=O)N4CCCC4)cc3)CC2)cc1OC | 2.3%
CC(=O)Nc1ccc2nc(-c3cccn3C)[nH]c2c1 | 1.7%[2.29 µM]
Cc1ccccc1[C@]1(C)ON(c2ccccc2C(F)(F)F)C1=O | 18.4%
COc1cc(C(=O)OCC(=O)N2CCCCCC2)c([N+](=O)[O-])cc1OC | 1.1%
CCCC(=O)Nc1ccc(NC(=O)c2cccc(OC)c2)cn1 | 1.9%
CCN(Cc1nc2ccccc2c(=O)[nH]1)C(=O)c1cccc(S(=O)(=O)N2CCc3ccccc32)c1 | 5.6%
Cc1nn(CC(=O)N2CCN(S(=O)(=O)c3ccccc3)CC2)c(C)c1[N+](=O)[O-] | -3.4%
COc1ccc(S(=O)(=O)NCc2ccncc2)cc1NC(=O)c1ccccc1F | -8.4%
COc1ccc(C(=O)N2CCN(c3cccc(C)c3C)CC2)cc1S(=O)(=O)NC1CC1 | 2.8%
O=C(COc1ccccc1C(=O)NCc1ccccc1)Nc1ccccc1 | -1.9%
Cc1cccc(OCc2nn[nH]n2)c1C | 1.1%
COC(=O)Cn1c(Cc2ccccc2)nc2ccccc21 | 2.9%
C=C1C[C@@]23CCC4[C@@](C)(CCC[C@@]4(C)C(=O)OC)C2CC[C@]1(OC(C)=O)C3 (stereo partly drawn) | 1.8%

Some of the entries above in a different format:
L3MBTL1 inh | mol
5.6% | CCN(Cc1nc2ccccc2c(=O)[nH]1)C(=O)c1cccc(S(=O)(=O)N2CCc3ccccc32)c1
-3.4% | Cc1nn(CC(=O)N2CCN(S(=O)(=O)c3ccccc3)CC2)c(C)c1[N+](=O)[O-]
-8.4% | COc1ccc(S(=O)(=O)NCc2ccncc2)cc1NC(=O)c1ccccc1F

Other structures:
SMILES | L3MBTL1 inh
CCN1C(=O)N(CC)c2cccc3cccc1c23 | -4.6%
Cc1cccc(OCCCC(=O)NNC(=O)c2ccc(F)cc2)c1 | 3.4%
N#Cc1ccc(CN2CCN(C(=O)CNS(=O)(=O)c3ccc4c(c3)OCCCO4)CC2)cc1 | -6.8%
Cn1cncc1C#Cc1ccc2cc(C(C)(C)O)oc(=O)c2c1 | 8.1%
COCCN(C(=O)COC(=O)CCc1c[nH]c2ccccc12)c1c(N)n(Cc2ccccc2)c(=O)[nH]c1=O | 2.3%
COc1cccc(N2CCN(c3nc(C)cc(=O)[nH]3)CC2)c1 | 2.3%
CCOC(=O)c1ccc(NC(=O)CN2C(=O)NC3(CCCCCCC3)C2=O)cc1 | -4.6%
CCC1Nc2ncnc(N3CCOCC3)c2N(Cc2ccc(Br)cc2)C1=O (stereo not drawn) | 2.2%
CN1CCN(CC(=O)Nc2nc3ccccc3s2)CC1 | 0.0%
O=S1(=O)c2ccccc2OC(COCc2ccccc2)CN1C1CC1 (stereo not drawn) | -11.0%
O=C(CCCC(=O)c1ccc(O)cc1)c1ccc(O)cc1 | 6.3%
O=C(Nc1cccc(C(=O)Nc2ccc(Cl)cn2)c1)c1ccccc1 | -3.5%
COc1ccc(S(=O)(=O)N2CCOCC2)cc1NC(=O)COc1ccc(C(C)=O)cc1OC | -1.7%
Cc1ccc([C@@H]2[C@@H]3C(=O)N(c4ccccc4)C(=O)[C@@H]3[C@]3(Cc4ccccc4)C(=O)N(CC4CC4)CC(=O)N23)o1 | 0.0%
COc1ccccc1NC(=O)c1sc(Cl)nc1C | 3.6%
c1cc2c(cc1CNc1ccc(N3CCOCC3)cc1)OCO2 | ?
CC(C)CC1NC(=O)c2cc(Cl)ccc2-n2c1nc1ccccc1c2=O (stereo not drawn) | 4.6%
CCOC(=O)c1ccccc1NC(=O)COC(=O)C1CC(=O)N(CCc2ccccc2)C1 (stereo not drawn) | -1.3%
CCN(CC)CCNC(=O)c1ccc(NC(=O)c2cc(-c3ccncc3)nc3ccccc23)cc1 | -2.1%
COc1ccccc1NC(=O)C(=O)NCC(c1ccco1)N1CCc2ccccc21 (stereo not drawn) | -1.5%
CCN1CCc2c(sc(NC(=O)Cc3ccccc3)c2C(=O)OC)C1 | ?
Cc1ccccc1CC(=O)N1CC(C)OC(C)C1 (stereo not drawn) | 2.3%
CC(C)N(Cc1ccccc1)C(=O)COC(=O)c1ccccc1SCC(=O)N1CCCC1 | -6.4%
COC(=O)c1cc(NC(=O)CN2C(=O)C(=O)N(C3CCCC3)C2=O)cc(C(=O)OC)c1 | -13.6%
O=C(Nc1cccc(Cl)c1)c1nc[nH]c1C(=O)NCCCCNC(=O)c1[nH]cnc1C(=O)Nc1cccc(Cl)c1 | 8.6%
Further records follow:
SMILES | L3MBTL1 inh
CCCCCCCCNCCS(=O)(=O)NN1CCOCC1 | -6.6%
CCC(=O)N(Cc1cc2ccc(C)cc2[nH]c1=O)c1ccccc1OC | -1.0%
O=C(NC(=O)c1ccccc1)Nc1cccc(S(=O)(=O)N2CCCCC2)c1 | -1.7%
Cc1cccc(OC(C)C(=O)Nc2nc(-c3ccncc3)cs2)c1 (stereo not drawn) | 1.1%
COc1ccc(OC)c(NC(=O)CCCC(=O)NC2CCCCC2)c1 | 0.0%
CC(=O)c1cnc2nc(SCc3cccc(C)c3)nn2c1C | 7.1%
O=C(CSc1nnc2ccc(-c3ccc(F)cc3)nn12)N1CCOCC1 | -3.8%
COc1cc(/C(C)=N/N2CCN(c3ccccc3OC)CC2)ccc1O | -5.2%
COc1ccc(-c2nc(NCCCN(C)C)c3ccccc3n2)cc1 | 3.0%[2.29 µM]
CSc1ccc(CN2CCN(C(=O)CC(C)C)CC2)cc1 | 5.9%[2.29 µM]
Cc1ccc(C)c(NC(=O)c2cc([N+](=O)[O-])cc([N+](=O)[O-])c2)c1 | -2.3%
COc1ccccc1-c1sc2cc3c(cc2c1-c1ccc(OCCN2CCCCC2)cc1)OCO3 | -17.4%
COc1ccc(OC)c(S(=O)(=O)N2CCc3ccccc3C2)c1 | -3.9%
CCOc1ccccc1NC(=O)C(C)N1C(=O)c2ccccc2S1(=O)=O (stereo not drawn) | 2.8%
CC[C@@H]1CCCCc2ccccc2[C@@H](C(=O)C[C@H](O)CC(C)=O)OC1=O | -8.2%
CC(=O)c1ccc(OCCCC(=O)NNC(=O)c2ccccn2)cc1 | 5.4%
COc1ccc(C(=O)c2ccc([N+](=O)[O-])cc2)cc1S(=O)(=O)N1CCC(C(=O)O)CC1 | 4.5%
O=C1NC(c2cccc(Cl)c2)Oc2ccccc21 (stereo not drawn) | 0.6%[2.29 µM]
Cc1ccc(NC(=O)CN(C)C(=O)c2ccc3[nH]c4c(c3c2)CC(C)CC4)cc1 (stereo not drawn) | -16.0%
CCc1nc2ccc(C(=O)N(C)CC(=O)Nc3ccc(F)c(F)c3F)cc2nc1CC | 0.2%
O=C(COc1ccc2c(-c3ccccc3)cc(=O)oc2c1)N[C@@H](Cc1c[nH]c2ccc(O)cc12)C(=O)O | -8.3%
CCCNC(=O)C(Cc1cccc(OC)c1)NC(=O)c1ccc(C#N)cc1 (stereo not drawn) | 1.6%
O=C(CN1C(=O)NC2(CCc3ccccc32)C1=O)c1ccc(Br)s1 (stereo not drawn) | -8.8%
O=C(NCCc1ccccc1)c1ccc2c(c1)S(=O)(=O)c1cc(Cl)ccc1C2=O | -4.8%
COc1ccc(NC(=O)CN2C(=O)NC3(CCCCC3C)C2=O)cc1OC (stereo not drawn) | -1.7%

Five compounds out of the list, ordered by SMILES length, high to low:
SMILES | L3MBTL1 inh
O=C(NC(=O)c1ccccc1)Nc1cccc(S(=O)(=O)N2CCCCC2)c1 | -1.7%
Cc1cccc(OC(C)C(=O)Nc2nc(-c3ccncc3)cs2)c1 (stereo not drawn) | 1.1%
COc1ccc(OC)c(S(=O)(=O)N2CCc3ccccc3C2)c1 | -3.9%
CSc1ccc(CN2CCN(C(=O)CC(C)C)CC2)cc1 | 5.9%[2.29 µM]
O=C1NC(c2cccc(Cl)c2)Oc2ccccc21 (stereo not drawn) | 0.6%[2.29 µM]

Next section:
SMILES | L3MBTL1 inh
Cc1cc(C)c(C(=O)COC(=O)c2cc([N+](=O)[O-])ccc2N2CCOCC2)cc1C | -0.9%
Cc1ccc2c(c1)N(C(=O)CCC(=O)NCCCN1CCOCC1)CCO2 | 9.9%
O=C(CCS(=O)(=O)c1ccccc1)Nc1ccc(N2CCN(Cc3ccccc3)CC2)cc1 | ?
COc1ccc([N+](=O)[O-])cc1NS(=O)(=O)c1cccc(C(=O)OC2CCOC2=O)c1 (stereo not drawn) | -2.5%
C[C@@H]1CN([C@H](C)CO)C(=O)c2cc(NC(=O)Nc3ccc(F)cc3)ccc2O[C@H]1CN(C)C(=O)Nc1ccc(C(F)(F)F)cc1 | -3.5%
CNc1ccccc1C(=O)OCC(=O)N(CCOC)c1c(N)n(CC(C)C)c(=O)[nH]c1=O | -1.5%
COCCN(C(=O)COC(=O)CSc1ccc(Cl)cc1)c1c(N)n(CC(C)C)c(=O)[nH]c1=O | 9.1%
CCOc1ccc(CCNC(=O)COC(=O)C2CCN(c3ccc(C(F)(F)F)cn3)CC2)cc1OCC | -2.1%
O=C(O)c1cccc(NS(=O)(=O)c2cccc(C(=O)Nc3ccccc3[N+](=O)[O-])c2)c1 | -0.4%
O=C(CSc1nnc(COc2ccc(Cl)cc2)n1Cc1ccco1)N1CCNC1=O | -3.9%
COc1ccc(C(=O)NCCCSC)cc1OC1CCN(C(C)C)CC1 | 1.4%
O=C(c1ccccc1Cc1ccccc1)N1CCN(S(=O)(=O)c2ccccc2F)CC1 | -2.9%
O=C(Nc1ccc(F)cc1F)c1cccc(S(=O)(=O)N2CCCCC2)c1 | 0.1%
CC1CC(C)CN(C(=O)CNC(=O)c2sc3ccccc3c2Cl)C1 (stereo not drawn) | 5.7%
CCC(=O)c1ccc(OCC(O)Cn2nc(C)c(Br)c2C)cc1 (stereo not drawn) | 0.8%
Cc1cccc(NC(=O)c2nc[nH]c2C(=O)NC2CCN(C(=O)OC(C)(C)C)CC2)c1 | -1.3%
